A-T KAP1 phos – candidate therapy for ataxia-telangiectasia. […] A-T fibroblasts, KAP-1 phosphorylation AlphaLISA; neocarzinostatin DNA damage 30 min before lysis. Potency, µM (series often up to 57.5 µM), for the others: at the top dose activation, hits mostly activators. 320,000 compounds, 0.19% hits. AID 485349; note: potency is the fitted concentration of half-maximal effect; % of control where 0% means no effect; nearly all actives have a fitted effect of over 45% in size
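ATM-like activity read as KAP-1 phosphorylation via AlphaLISA donor/acceptor antibody pairs after lysis and 6 hr at 25C. Cells were ATM-null patient fibroblasts ([…], hTERT), dosed 60 min, then exposed to the DSB inducer NCS for 30 min.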
TCR activator – T cell receptor activation; primary human leukocytes, anti-CD3, IL-2 HTRF, 48 h; Potency, µM (titrated, usually from 9.22 µM), for the others: top-dose activation of IL-2 secretion, hits mostly activators; 330,000 tested, under 10 active; note: % of control where 0% means no effect
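Human primary leukocytes + a-CD3 beads + cpd, 48 hr; IL-2 in supernatant by HTRF (ex 320nm / em 665nm). No co-stimulatory signal supplied.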
CXXC DNA block – inhibitors of human MLL CXXC domain-DNA interaction | AID 2662 | 290,000 compounds, 0.037% hits | Potency, µM (doses to about 115 µM), without a hit: top-dose activity change, negative = inhibition, actives largely listed as inhibitors | MLL-CXXC / FITC-HOXA9 DNA fluorescence polarization | Q03164; active = well fitted inhibition curve with a large enough effect in the polarisation, with a control signal flat, not every such curve was filed as active; inconclusive = small, poorly fitted or top-dose-only effect, or effect the other way, or a change in a side signal; inactive = no such curve, though single readings can be large or run the other way; the % refers to the polarisation; note: potency is the fitted concentration of half-maximal effect
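Purified MLL-CXXC (added from a 7 uM solution) was preincubated 5 min at ambient with pinned compounds in 50 mM Tris-HCl pH 7.5, 50 mM NaCl, 1 mM DTT, 0.05% BSA. Fluorescein-labeled HOX-A9 DNA (50 nM solution) followed, 30 min, then polarization read.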
Menin-MLL TR inh – displaces Texas Red mutant MLL peptide from human menin. AID 1768. O00255. Potency, µM (doses to about 61.6 µM), without a hit: at the top dose FP activity change, negative = inhibition, actives largely listed as inhibitors. 270,000 compounds, 0.23% hits. Menin + Texas Red MLL mutant peptide, fluorescence polarization; active = well fitted inhibition curve with a large enough effect in the polarisation, with a control signal flat, not every such curve was filed as active; inconclusive = small, poorly fitted or top-dose-only effect, or effect the other way, or a change in a side signal; inactive = no such curve, though single readings can be large or run the other way; the % refers to the polarisation; note: potency is the fitted concentration of half-maximal effect; % of control where 0% means no effect; many of its hits are not listed in these tables
TSHR antag – blocks TSH signaling through the human TSH receptor; TSHR-expressing cells, TSH-stimulated cAMP HTRF, 2 h; active compounds read low; 330,000 compounds, 0.2% hits; P16473; activity change, negative = inhibition, % at 11.5 µM;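 active = activity change below a set negative limit, meaning inhibition stronger than a set level, cut at about -70% in these data; inconclusive = activity change between two set negative limits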; note: % is set by controls: 0 for no effect and ±100 for the full control effect
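TSHR-expressing cells, 200/well, pre-treated with compound, then stimulated with EC80 TSH (4nM final) for 2 hours at 37 deg C. cAMP measured by competitive HTRF: anti-cAMP cryptate antibody in lysis buffer plus cAMP-d2, read after 30 minutes at room temperature.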
MBNL1-CUG inh – blocks human MBNL1 binding to CUG repeat RNA; AID 2675; 280,000 compounds, 0.036% hits; Potency, µM (doses to about 57.5 µM), inactives show at the highest dose activity change, negative = inhibition, hits mostly inhibitors; TR-FRET MBNL1-His/biotin-(CUG)12 binding, 665/545 ratio; Q9NR56; active = well fitted inhibition curve with a large enough effect in the signal ratio, with a control signal flat, not every such curve was filed as active; inconclusive = small, poorly fitted or top-dose-only effect, or effect the other way, or a change in a side signal; inactive = no such curve, though single readings can be large or run the other way; the % refers to the signal ratio; note: potency is the fitted concentration of half-maximal effect; % is set by controls: 0 for no effect and ±100 for the full control effect
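Compound titration spanned 92 nM–58 uM against the MBNL1-His/biotin-(CUG)12 complex. After 60 min at room temperature with 5 nM streptavidin-XL665 and 0.055 ng/ul terbium anti-His, ratiometric 665/545 nm emission (Ex 340 nm) normalized to controls.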
Integrin act MD – activators of alpha7 integrin expression for muscular dystrophy. alpha7betagal myoblasts, beta-gal FDG fluorescence, 48 h. Potency, µM (doses to about 38.3 µM), for inactives: at the top dose activation, usual class: activators. 350,000 compounds, 0.064% hits;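 note: potency is the fitted concentration of half-maximal effect; 100% = response of the positive control SU9516; nearly all actives have a fitted effect of over 60% in size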
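Alpha7betagal+/- myoblasts (passage 13) were plated 16-24 hr, then exposed to compounds (1:260 dilution of DMSO stock) for 48 hours at 37C. After MPER lysis, β-galactosidase reporter activity was read as FDG fluorescence (ex 480/em 540) after 30 minutes.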
PTAP TSG101 blk – blocks PTAP/TSG101 interaction to inhibit HIV-1 budding | Fluorescence polarization, FITC-PTAP peptide / Tsg101 binding | 340,000 tested, under 10 active | Potency, µM (titrated, usually from 115 µM), without a hit: top-dose activity change, negative = inhibition, most hits filed as inhibitors | Q99816; active = well fitted inhibition curve with a large enough effect in the main read-out, with a control signal flat, not every such curve was filed as active; inconclusive = small, poorly fitted or top-dose-only effect, or effect the other way, or a change in a side signal; inactive = no such curve, though single readings can be large or run the other way; note: potency is the fitted concentration of half-maximal effect; % of control where 0% means no effect
Target sequence (Q99816 whole entry, looked up): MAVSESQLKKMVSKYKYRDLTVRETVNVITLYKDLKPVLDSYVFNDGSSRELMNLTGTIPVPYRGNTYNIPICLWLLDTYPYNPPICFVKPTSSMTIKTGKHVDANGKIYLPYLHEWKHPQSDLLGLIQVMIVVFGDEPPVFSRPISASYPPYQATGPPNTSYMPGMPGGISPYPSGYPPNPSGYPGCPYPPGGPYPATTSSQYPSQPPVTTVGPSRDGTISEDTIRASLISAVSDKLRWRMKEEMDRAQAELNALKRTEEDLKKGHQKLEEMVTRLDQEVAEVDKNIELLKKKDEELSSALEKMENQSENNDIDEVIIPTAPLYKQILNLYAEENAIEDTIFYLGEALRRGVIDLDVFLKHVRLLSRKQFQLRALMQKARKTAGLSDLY
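Fluorescence polarization binding of Tsg101 binding domain (10 uM final) to FITC-labeled PTAP peptide (50 nM final) in HEPES pH 7.5 buffer with NaCl, Tween 20, EDTA, TCEP. Compounds added before peptide; binding 20 min at RT.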
Mito fusion yeast – mitochondrial division inhibition or fusion activation; S. cerevisiae fusion-defective mutant growth rescue, CellTiterGlo 48 h; Potency, µM (series often up to 46.1 µM), for the others: at the top dose growth rescue (activation), usual class: activators; 320,000 compounds, 0.23% hits; AID 485298;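 note: potency is the fitted concentration of half-maximal effect; % of control where 0% means no effect; nearly all actives have a fitted effect of over 45% in size; temperature-sensitive fusion mutants such as fzo1-1 at 37 °C on non-fermentable ethanol glycerol medium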
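Yeast fusion mutant, YPEG (non-fermentable carbon), compound, 48 h at 37C non-permissive; CellTiterGlo added, 10 min RT, luminescence read. Rescued growth = division inhibition.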
ASM inhibitor – human S-ASM enzyme inhibition; P17405; placental ASM, HMU-PC fluorogenic substrate, 60 min; Potency, µM (top dose mostly 57.5 µM), for the others: at the top dose activity change, negative = inhibition, hits mostly inhibitors; 340,000 compounds, 0.006% hits; note: potency is the fitted concentration of half-maximal effect
Target sequence (P17405 47-631 limits assumed): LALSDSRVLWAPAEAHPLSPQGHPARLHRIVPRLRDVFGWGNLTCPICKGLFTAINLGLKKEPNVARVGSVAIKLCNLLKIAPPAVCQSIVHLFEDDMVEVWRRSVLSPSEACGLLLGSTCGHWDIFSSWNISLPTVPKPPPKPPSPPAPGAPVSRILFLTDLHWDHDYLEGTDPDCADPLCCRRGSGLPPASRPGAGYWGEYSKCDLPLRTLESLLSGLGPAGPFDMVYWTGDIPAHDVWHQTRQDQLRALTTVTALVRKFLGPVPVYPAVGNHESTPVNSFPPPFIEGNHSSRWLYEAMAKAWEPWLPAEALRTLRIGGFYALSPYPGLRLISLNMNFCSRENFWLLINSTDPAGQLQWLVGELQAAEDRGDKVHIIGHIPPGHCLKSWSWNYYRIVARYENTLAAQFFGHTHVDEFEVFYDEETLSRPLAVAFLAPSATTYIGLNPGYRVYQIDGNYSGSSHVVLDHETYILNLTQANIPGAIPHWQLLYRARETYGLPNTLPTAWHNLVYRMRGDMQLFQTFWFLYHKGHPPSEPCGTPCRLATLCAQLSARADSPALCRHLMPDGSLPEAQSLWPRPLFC
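Fluorogenic HMU-PC substrate (9 uM final) is turned over by placental ASM in 60 min at 37 C after a 10 min compound preincubation. Reaction ended by alkaline stop (pH 10), with fluorescence read at 386/447 nm.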
* = called active by the depositor; ? = inconclusive; · = no result given; & = joins results of further samples; [ ] = dose if it differs, or a comment. Unless noted, calls come from the whole dose curve; as a rule, active = well fitted curve in the direction sought with a large enough effect; inconclusive = small, poorly fitted or top-dose-only effect, or another doubt; inactive = no such curve, though single readings can be large; an effect the other way counts as inactive or inconclusive.

The line under a structure holds: A-T KAP1 phos	TCR activator	CXXC DNA block	Menin-MLL TR inh	TSHR antag	MBNL1-CUG inh	Integrin act MD	PTAP TSG101 blk	Mito fusion yeast	ASM inhibitor
1) C=CCn1c(O)c(C(CC)=NCCC2=CCCCC2)c(=O)[nH]c1=O
  -2%	-2%	-19%	-29%	4	-3%	16%	-9%	13%	-8%
2) CCOP(=O)(Cc1ccc(C#N)o1)OCC
  4%	5%	0%	·	0	-7%	-4%	-7%	4%	-1%
3) O=C1CSC2(CN3CCC2CC3)N1 (centres undefined)
  ·	7%	-5%	-1%	22	6%	-4%	0%	3%	2%
4) O=C(CN1CCCCC1)Nc1ccc(Br)cc1C(=O)c1ccccc1Cl
  -2%	1%	9%	-20%	11	1%	4%	-4%	2%	-3%
5) CCn1c(O)c(/C=N/NC(=O)c2ccccc2)c(=O)[nH]c1=S
  -10%	-3%	-3%	·	-2	2%	25%	-5%	2%	15%
6) Cc1ccc(OC(F)F)c(N2C(=O)C3C4CCC(O4)C3C2=O)c1 (centres undefined)
  -4%	31%	·	·	-1	·	-9%	-10%	2%	3%
7) CCC1(CC(C)C)C(=O)NC(=S)NC1=O
  ·	7%	·	·	·	·	-3%	-8%	·	0%
8) COc1ccc(C(O)P(=O)(OC(C)C)OC(C)C)cc1 (centres undefined)
  -19%	0%	-6%	·	2	-8%	-2%	-2%	-3%	-3%
9) COc1ccc(S(=O)(=O)N2CC3CC(C2)c2cccc(=O)n2C3)cc1 (centres undefined)
  1%	11%	-9%	2%	-6	5%	-3%	2%	-2%	6%
10) O=C(c1ccc(N2CC3CC(C2)c2cccc(=O)n2C3)c([N+](=O)[O-])c1)N1CCCCC1 (centres undefined)
  7%	-1%[46.1 µM]	0%	?	0	?	5%	2%	-7%	-2%
11) CC(C)(C)n1cc(C(=O)c2ccccc2)cc1-c1ccccc1
  0%	-10%	54%[activator]	?	-6	1%	-4%	-2%	1%	-4%
12) CC1(C)N=C(c2ccccc2)[C@@H]2C(c3ccc([N+](=O)[O-])cc3)N21 (some centres undefined)
  3%	-3%[46.1 µM]	6%	-1%	11	20%	-1%	-6%	1%	-4%
13) CCN1CCN(C(=O)Cc2coc3ccc4ccccc4c23)CC1
  0%	3%	5%	1%	7	2%	-16%	1%	1%	0%
14) CCOC(=O)C(NC(=O)CC)(Nc1ccc(C(O)(C(=O)OCC)C(F)(F)F)cc1C)C(F)(F)F (centres undefined)
  4%	·	9%	4%	-3	10%	-12%	-2%	0%	6%
15) Fc1ccc(CNCCc2ccccc2F)cc1
  1%	2%[46.1 µM]	0%	5%	4	-7%	-19%	-5%	-3%	3%
16) Cc1ccc(OCCn2c(=O)oc3ccc(C)cc32)cc1
  4%	-2%	6%	-2%	-5	-6%	0%	-7%	?	-6%
17) CCOC(=O)C1CCN(/C=C2/C(=O)NC(=S)N(c3cccc(OC)c3)C2=O)CC1
  -6%	-11%	-4%	1%	1	2%	25%	0%	-5%	5%
18) CC(C(=O)c1ccc2ccccc2c1)N1CCCCC1 (centres undefined)
  2%	5%	6%	-15%	3	23%	10%	-5%	12%	4%
19) CCN1CCN(c2cc(N3CCCC3)c(F)cc2[N+](=O)[O-])CC1
  5%	0%[46.1 µM]	12%	-6%	1	?	-38%	2%	3%	-21%
20) COC(=O)C1=C(c2ccc(C(C)=O)cc2)C[C@@H]2CC[C@H]1N2C(=O)N1CCC(C)CC1
  12%	4%	·	·	16	·	-15%	-6%	10%	-1%
21) CC(=O)c1c(O)n(C2CCCCCC2)c(=O)[nH]c1=O
  0%	-25%	2%	14%	-8	-1%	-16%	-11%	5%	-14%
22) N#CC(C#N)=Cc1ccc(O)c(O)c1
  -12%	7%	23%	17%	-24&5	·	·	1%	?	0%
23) O=C(Nc1ccc2c(c1)OCO2)N1CCN(c2ccccc2)CC1
  2%	9%	26%	4%	-6	2%	?	1%	-3%	-3%
24) COc1ccc(Cn2c(O)c(/C=N/NC(=O)c3ccccc3)c(=O)[nH]c2=O)cc1
  -6%	0%[46.1 µM]	32%[activator]	?	15	2%	8%	-1%	1%	15%
25) COc1cccc(OCc2cc(C(=O)N3C[C@H]4C[C@@H](C3)c3cccc(=O)n3C4)no2)c1
  -6%	4%	4%	-9%	15	-5%	10%	1%	2%	0%
26) CCCCOC(=O)c1ccccc1C(=O)OCc1ccccc1
  15%	0%	·	·	-19	·	·	0%	27%	-4%
27) Cc1ccccc1NS(=O)(=O)c1ccc(OCC(=O)N2CCN(C)CC2)cc1
  7%	2%	1%	·	8	0%	0%	-6%	0%	0%
28) COC(=O)C1=C(c2cccc(C#N)c2)C[C@@H]2CC[C@H]1N2C(=O)NC1Cc2ccccc2C1
  -3%	1%	·	·	-29	·	3%	-5%	-1%	-4%
29) CCOC(=O)C1(c2ccccc2)CCN(CCC(=O)Nc2cccc(Br)c2)CC1
  4%	0%	·	·	9	·	-69%[inhibitor]	-4%	-12%	-4%
30) NC(CP(=O)(O)O)C(=O)O (centres undefined)
  ·	·	-9%	-13%	-2	·	·	·	11%	·
31) COC(=O)C1=C(c2ccc(S(C)(=O)=O)cc2)C[C@@H]2CC[C@H]1N2C(=O)NCc1ccccc1
  ·	-11%	·	·	·	·	-41%[inhibitor]	0%	·	3%
32) CCCNC(=O)N1[C@H]2CC[C@@H]1C(C(=O)OC)=C(c1ccc(OC(F)(F)F)cc1)C2
  -2%	4%	·	·	-17	·	0%	-3%	14%	1%
33) O=C1/C(=C/c2ccc3c(c2)OCO3)N2CCC1CC2
  4%	2%[46.1 µM]	1%	-12%	12	-7%	2%	-4%	11%	0%
34) O=C(c1c[nH]cc1-c1ccccc1)c1cccc2ccccc12
  ·	-6%[46.1 µM]	4%	?	-3	?	-36%	-5%	6%	-2%
35) COC(=O)C1=C(c2ccc(Cl)c(C(F)(F)F)c2)C[C@@H]2CC[C@H]1N2C(=O)NCc1ccco1
  -2%	4%	·	·	2	·	15%	·	8%	-14%
36) Nc1ccccc1Nc1ccc([N+](=O)[O-])cc1[N+](=O)[O-]
  0%	-1%[46.1 µM]	3%	9%	1	?	0%	-3%	7%	-10%
37) CCOP(=O)(C1=C(O)C(=O)C(C(C)(C)C)=CC1=O)c1ccccc1 (centres undefined)
  2%	4%	?	-12%	-5	-8%	-13%	-4%	-3%	-2%
38) CN1CCN(c2ccc(N)cc2Cl)CC1
  2%	6%	11%	-13%	22	-8%	-16%	3%	-2%	3%
39) CCCCCCCC(=O)NC(Oc1ccccc1[N+](=O)[O-])C(Cl)(Cl)Cl (centres undefined)
  ·	·	-3%	7%	-7	?	-8%	-3%	3%	-2%
40) CCCOP(=O)(OCCC)C(NC(=O)c1ccccc1)=C(Cl)Cl
  -3%	2%[46.1 µM]	1%	-12%	24	?	-4%	-2%	0%	2%
41) COc1cc2[nH]c(=O)n(-c3cccc(Cl)c3)c(=O)c2cc1OC
  1%	2%	-11%	-4%	-2	-9%	-3%	-5%	3%	11%
42) C1CC2NCCC3NCCC(N1)N32 (centres undefined)
  2%	-1%	34%[activator]	?	-4	-5%	1%	-4%	16%	1%
43) COc1ccc(/C=C2\C(=N\O)C3CCN2CC3)cc1
  5%	10%[46.1 µM]	-1%	1%	0	11%	-13%	-6%	5%	6%
44) CCCCCCCCn1sccc1=O
  2%	0%	·	·	-22	·	·	2%	-33%[inhibitor]	-1%
45) CC(=O)Nc1ccc2c(c1)CC1(C(=O)N(C)C(=O)N(C)C1=O)C1CCCN21 (centres undefined)
  11%	-8%	-4%	-4%[11.7 µM]	-9	13%	21%	-3%	-4%	10%
46) COc1ccc2[nH]c3c(c2c1)CCN=C3C
  4%	-2%	·	-4%[24.8 µM]	-10	·	·	5%	-4%	-6%
47) O=C(O)c1cccc(NC(=O)N2C[C@H]3C[C@@H](C2)c2cccc(=O)n2C3)c1
  -4%	2%	1%	-26%	-14	-13%	16%	-2%	-6%	-1%
48) c1cncc(C2CCCCN2)c1 (centres undefined)
  -2%	5%	3%	-15%	1	·	24%	-10%	1%	-3%

Compound activity as filed in PubChem.

Some of the compounds tested; count on the stated rates, not on these rows.
